Screens as filed in PubChem.
NCI-60 one-dose screen, 48 h, at 10 µM unless noted. Numbers give growth in % (100 = growth as untreated, 0 = no growth, -100 = all killed).
HL-60(TB) = HL-60(TB) leukemia cells; actives 9% (n = 78,000); active means growth percent below 10
Numbers without * were called inactive; & = joins results of further samples; [ ] = remark or other dose. An excerpt; rates above refer to the full screens.

SMILES	HL-60(TB)
COc1cc2c(c(OC)c1OC)C(=O)CC(c1cccc(NC(=O)c3cc(NC(=O)[C@@H](N)Cc4ccccc4)ccc3C)c1)O2 (stereo partly drawn)	92.1
Cc1ccc(CSc2nc(-c3ccc(Cl)cc3)c(C#N)c(N3CCNCC3)n2)cc1	43.3
NNC(=O)CCSCCC(=O)NN	121.5
NS(=O)(=O)c1ccc(N2C(=O)c3ccc(C(=O)O)cc3C2=O)cc1	86.2
COc1cc(-c2nn(-c3ccc(NC(=O)Nc4ccc(Cl)c(Cl)c4)cc3)cc2-c2ccncc2)ccc1Cl	4.3*
Cc1cccc(NC(=O)c2sc3nc4c(cc3c2N)CCCC4)c1	22.1
O=C(NO)/C(CC(=O)c1cccc(O)c1)=N\O	115.2
CN(CCC(=O)c1ccc(-c2ccccc2)cc1)Cc1ccccc1	106.1
CCOC(=O)C(C(C)=O)C(=O)OCC	102.1
O=[N+]([O-])c1ccc(C(Cl)=C(Cl)Cl)cc1	89.9
O=C(NCc1ccc(Cl)cc1)c1cn(Cc2ccc(Cl)cc2)nn1	105.8
COc1cc2cc(Oc3ccc(NC(=O)Nc4cc(C(F)(F)F)cc(C(F)(F)F)c4)cc3)c(C)nc2cc1OCCN1CCOCC1	1.7*
COc1ccc(NC(=O)CSc2nc3ccccc3c(=O)n2-c2ccccc2C(F)(F)F)c(OC)c1OC	102.5
CCOC(=O)Nc1cccc([N+](=O)[O-])c1	58.4
COc1ccc(/C=C/c2cc(OC)c(OC)c(OC)c2)cc1NC(=O)/C=C/c1ccc(F)cc1	-20.0*
COc1ncnc2nc[nH]c12	92.3
Cc1cc(C#Cc2ccc(C(C)(C)C)cc2)ccc1-n1c(/C=C/c2cccc(O)c2)nc2ccccc2c1=O	50.8
NCCCC(N)(C(=O)O)C(F)F (stereo not drawn)	127.7
CCCCOc1ccc(N2C(=O)C(C)CNC2=S)cc1 (stereo not drawn)	98.3
O=C1OCC2=C1C(c1cccc([N+](=O)[O-])c1)c1cc3c(cc1N2CCO)CCC3 (stereo not drawn)	-26.9*
O=C(/C=C/c1ccccc1)c1nc2ccccc2n1Cc1ccc(F)cc1	-25.3*
COc1ccc(C2CCCCC2O)cc1 (stereo not drawn)	147.4
O=C(O)C(Nc1ccc2ccccc2c1)C(=O)O	110.0
O=Cc1c(O)c2ccccc2[nH]c1=O	125.6
CCNC(=O)N1CCc2cc(OC)c(OCCc3ccc(OC)nc3)cc2C1c1ccc(C)cc1C (stereo not drawn)	8.5*
O=C(Cn1c2ccccc2c2ccccc21)Nc1ccc(-c2nc3ccccc3s2)cc1	103.6
COc1ccc(CN2CCc3c(nc(N)[nH]c3=O)C2)c(OC)c1	84.2[100 µM]
CC1(C)CC(=O)c2c(nn(-c3ccc(Br)cc3)c2-c2cn(-c3ccccc3)nc2-c2ccc([N+](=O)[O-])cc2)C1	93.3
CCC(=O)c1ccc(OC)cc1	113.3
CCCCCC(CCC)COC(=O)c1ccccc1 (stereo not drawn)	98.9
CC1=C2[C@@H](CC1)[C@]1(C)O[C@@](C(C)C)(C[C@H]1O)[C@H]2OC(=O)CCCc1ccccc1	31.9
COc1ccc(C2=NN(C(=O)[C@H]3[C@@H](c4ccco4)c4sc(=O)[nH]c4S[C@@H]3C)C(c3ccc4ccccc4c3)C2)cc1 (stereo partly drawn)	2.9*
CCOC(=O)c1cc(CC)sc1NC(=O)CC(C)=O	51.4
CCOC(=O)c1c(Cl)c(Cl)c(Cl)c(Cl)c1C(=O)O	110.6
O=C1NC(=O)c2c1cc1ccccc1c2-c1ccccc1	107.6
CCOC(=O)CSCc1nc(N)nc(Nc2ccc(C)cc2)n1	99.3
CC(C)C(=O)C1CCCC1	116.7
COc1cc(/C=C2\C(=O)Nc3cc(C)c(O)cc32)cc(OC)c1OC	46.7
CC(=O)c1ccc(NC(=O)Cn2c(Sc3nc(-c4ccccc4)c(C#N)c(=O)[nH]3)nc3c2c(=O)n(C)c(=O)n3C)cc1	101.6
O=C(O[C@@H]1Cc2c(O)cc(O)cc2O[C@@H]1c1cc(O)c(O)c(O)c1)c1cc(O)c2c(c1)OCO2	91.1
COc1ccc2c(c1)c(-c1nn3cc(-c4cccs4)nc3s1)cn2C	82.7
c1ccc2c(c1)NCCN2	77.7
C/C(=C\CC(O)Cc1ccccc1)C(=O)N[C@H](C(=O)N1CCCC1c1nccs1)C(C)C (stereo partly drawn)	92.8
CCCCCC1CCCCN1C(=O)OCCC (stereo not drawn)	52.8
O=C1CCCN1c1ccc(S(=O)(=O)N2CCN(Cc3ccccc3)CC2)cc1	100.3
CN1C(=O)/C(=C/c2ccc(C(=O)Nc3ncc(Cc4ccc(Cl)cc4Cl)s3)cc2)SC1=S	19.2
COCCOP(=O)(N1CC1)N1CC1	99.4
CC(=O)c1cc(-c2ccc3ccccc3c2)nc2ccccc12	79.4

Part of the list above in order of heavy-atom count, rising.
SMILES	HL-60(TB)
COc1ccc2c(c1)c(-c1nn3cc(-c4cccs4)nc3s1)cn2C	82.7
O=C1CCCN1c1ccc(S(=O)(=O)N2CCN(Cc3ccccc3)CC2)cc1	100.3
CN1C(=O)/C(=C/c2ccc(C(=O)Nc3ncc(Cc4ccc(Cl)cc4Cl)s3)cc2)SC1=S	19.2

(continued)
SMILES	HL-60(TB)
C=C1C(=O)O[C@H]2[C@H]1CC/C(COC(=O)NCc1c[nH]c3ccc(Br)cc13)=C\CC[C@@]1(C)O[C@@H]21	-26.9*
Cc1noc2c(Cc3ccc([N+](=O)[O-])cc3)nn(CC(=O)N/N=C/c3ccc(Cl)cc3)c(=O)c12	87.5
O=C(O)CSC(SCC(=O)O)c1ccccc1	87.7
Cc1ccc2c(Cn3cc(CSc4nc5cc(Cl)ccc5o4)nn3)cc(=O)oc2c1	108.4
O=C(CN1C(=O)NC(c2ccccc2)(c2ccccc2)C1=O)c1ccc(N2CCCC2)cc1	85.5
O=C(O)c1ccc(NC(=O)C(Cl)(Cl)Cl)cc1O	102.2
N=C1CCCS1	91.7
O=C(CC(NC(=O)OCc1ccccc1)C(=O)OCc1ccccc1)OCc1ccccc1 (stereo not drawn)	125.8
S=c1oc(-c2cc(Cl)cc(Cl)c2Cl)nn1CN1CCOCC1	74.1
CCCCCCCCCCCCCCCCCCOc1cccc(CC(=O)OCC[N+]2(C)CCCCC2)c1	50.8
CCCCCCC(C)NCC(C)(C)O (stereo not drawn)	114.2
CCOC(=O)/C=C(/C)N(C)C	92.6
Oc1cccc(NC(c2ccc(OC(F)F)c(OCC3CC3)c2)c2nnnn2C2CCCCC2)c1 (stereo not drawn)	100.7
FC(F)(F)C(Cl)Br (stereo not drawn)	101.4
O=C1CCCN1C1CCN(Cc2ccccc2)CCO1 (stereo not drawn)	119.1
O=C1/C(=C/c2cn(Cc3ccccc3Br)c3ncccc23)N2CCC1CC2	99.8
Nc1nc(-c2ccc(F)cc2)cc(-c2cc(-c3ccc(F)cc3)nc(N)n2)n1	99.9
C=CNC(=S)N/C=C(\C#N)S(=O)(=O)c1ccc(C)cc1	106.2
O=C1C(Cl)=C(N2CCOCC2)C(=O)N1Cc1ccc(Cl)cc1	104.5
Nc1ncnc(N2CCOCC2)n1	92.6
COc1cccc(\C=N/N=C(N)/C(N)=N\N=C/c2cccc(OC)c2O)c1O	98.5
Cn1c(=O)c2c(nc(NCCNc3ccc(S(=O)(=O)Nc4ncccn4)cc3)n2Cc2ccccc2)n(C)c1=O	104.3
O=C1/C(=C2\SC(=S)N(CCc3ccccc3)C2=O)SC(=S)N1CCc1ccccc1	101.3
N#CC1(c2ccccc2)CCCC1	97.7
CCOC(=O)c1c(C)nc2ccccc2c1/C=C/c1ccccc1	81.8
O=C1NC(=O)C(=Cc2ccc(-c3ccccc3)cc2)C(=O)N1	101.8
O=c1[nH]c(-c2ccccc2)c(-c2ccccc2)[nH]1	94.5
CN(C)CCOc1ccc(C(=O)C2[C@H](c3ccc(Cl)cc3)[C@@H](c3ccccc3)NC23C(=O)Nc2ccc(Br)cc23)cc1 (stereo partly drawn)	-60.6*
O=C(NCCN1CCOCC1)c1cc2cc(Cl)ccc2[nH]1	98.9
Cc1sc2nc(/C=C/c3ccc(Cl)cc3)[nH]c(=O)c2c1C	129.2
N#Cc1c(-c2ccc(Cl)cc2Cl)nc2c(-c3ccccc3)c(Nc3ccccc3)nn2c1N	41.5
O=[N+]([O-])c1ccc(O)c(C2CCCCC2)c1	69.1
COc1ccc(/C=N/NCC(=O)n2nnnc2-c2ccccc2)cc1	97.3
CCn1c(SCC(=O)N2CCN(c3cc4c(cc3F)c(=O)c(C(=O)O)cn4C3CC3)CC2)nnc1-c1ccc(OC)c(OC)c1	104.7
COc1ccc(-n2cc(-c3cc(OC)c(OC)c(OC)c3)n(C(C)=O)c2=O)cc1	125.6
NC(=S)Nc1cccc(C(F)(F)F)c1	88.1
COCC(=O)CC(C)=O	94.0
COc1cc(C(=O)N/N=C/C(=O)O)cc(OC)c1OC	112.2
CN(CCCNC(=O)c1cccc(C(=O)O)c1)CCCNC(=O)c1cc(NC(=O)c2cc(NC(=O)c3nc(NC(=O)c4cc(NC(=O)[C@H](N)CCNC(=O)c5nc(NC(=O)c6cc(NC(=O)c7cc(NC(=O)c8sccc8Cl)cn7C)cn6C)cn5C)cn4C)cn3C)cn2C)cn1C	102.1
O=c1oc(-c2ccccc2)nc2cc(Cl)ccc12	95.5
COC(=O)Nc1c[nH]c(=O)[nH]c1=O	109.3
CC(C)(C)CC(C)(C)NCc1cc(C(C)(C)C)cc(CNC(C)(C)CC(C)(C)C)c1O	-33.8*
CCCCCCC(C)(C)c1ccc([C@@H]2C[C@H](O)CC[C@H]2CCCO)c(O)c1	75.6
O=C(/C=C/c1c[nH]c2ccccc12)c1ccc(O)c(CN2CCOCC2)c1	84.5
COc1cc(/C=C/C(=O)c2cccc(-n3cc(-c4cc(OC)c(OC)c(OC)c4)[nH]c3=O)c2)cc(OC)c1OC	-18.5*
CSc1nsc(SC)c1-c1ccc(Cl)cc1	102.6
COc1ccc(CNc2nc3nc[nH]c3c(=O)n2C)cc1OC	106.7
CC(=O)Nc1ccc(CC[C@H]2CCC/C=C/[C@@H]3C[C@H](O)C[C@H]3[C@H](O)/C=C/C(=O)O2)cc1	-9.6*
Cc1ccccc1NC(=O)C(=O)C(C1OC(=O)c2ccccc21)[N+](=O)[O-] (stereo not drawn)	102.6
O=c1[nH]cnc2ccccc12	89.3
Cc1cc(C)c(-c2cc(O)c(-c3c(C)cc(O)c(C)c3C)cc2O)c(C)c1C	48.6
COc1ccc(N2CCC(=O)NC2=S)cc1	101.1
Nc1ccc(S(=O)(=O)Nc2ccccc2C(=O)O)cc1	112.2
COc1ccc(N/N=C/c2ccc3c(c2)Sc2ccccc2N3C)cc1	57.3
Cc1[nH]n(-c2ccccc2)c(=O)c1N=Nc1cccc2c1C(=O)c1ccccc1C2=O	117.8
Cn1c(N)c(N)c(=O)n(C)c1=O	99.3
COc1cccc(C(O)P(=O)(OC)OC)c1OC (stereo not drawn)	92.9
CC(=O)n1nc(C(=O)OCc2ccccc2)c2cc(F)c(F)cc21	102.9
COc1ccc(-c2ccnc(SCc3cc4ccccc4[nH]c3=O)n2)cc1	34.1
CCC1(CC)C(=O)NC(=O)N(CCc2ccccn2)C1=O	103.6

Exported with bars between the fields: part of the list above
SMILES | HL-60(TB)
CC(=O)n1nc(C(=O)OCc2ccccc2)c2cc(F)c(F)cc21 | 102.9
CCC1(CC)C(=O)NC(=O)N(CCc2ccccn2)C1=O | 103.6

Pulled one by one from above, 2 records:
SMILES	HL-60(TB)
Cc1sc2nc(/C=C/c3ccc(Cl)cc3)[nH]c(=O)c2c1C	129.2
O=C1/C(=C/c2cn(Cc3ccccc3Br)c3ncccc23)N2CCC1CC2	99.8

Five of these compounds in another layout:
Structure | HL-60(TB)
O=c1[nH]cnc2ccccc12 | 89.3
Cc1cc(C)c(-c2cc(O)c(-c3c(C)cc(O)c(C)c3C)cc2O)c(C)c1C | 48.6
COc1ccc(N2CCC(=O)NC2=S)cc1 | 101.1
Nc1ccc(S(=O)(=O)Nc2ccccc2C(=O)O)cc1 | 112.2
COc1ccc(N/N=C/c2ccc3c(c2)Sc2ccccc2N3C)cc1 | 57.3

The list continues:
SMILES	HL-60(TB)
Cc1ccc2nnnn2c1	102.2
NC(=O)c1cccc(-n2ccc3cc(NC(=O)Nc4cc(C(F)(F)F)cc(C(F)(F)F)c4)ccc32)n1	39.3
Cc1c(C(=O)N[C@@H](Cc2ccccc2)C(=O)C(=O)NC(C)C)[nH]c2ccccc2c1=O	105.0
CCOC(=O)c1cc(C=O)c[nH]1	113.8
O=S(=O)(Oc1ccc(-c2cn3ccsc3n2)cc1)C1CCCCC1	67.5
CCOC(=O)c1nn(C2CCCCO2)c2ccc(NC(=O)/C=C/c3ccccc3)cc12 (stereo not drawn)	92.0
COc1ccc(/C(C#N)=C/c2ccccc2OC)cc1	-0.8*
Cn1c(=O)c2[nH]c(=S)n(Cc3ccccc3)c2n(C)c1=O	100.6
CCOC(=O)c1cc(C(=O)c2ccc(OC)c(OC)c2)n2c1ccc1ccc3cccnc3c12	3.7*
Cn1cc(-c2noc(-c3cn(C)c4ncc(F)cc34)n2)c2cc(Br)ccc21	93.8
COc1ccc(/C=C2\C=C(c3ccccc3)N(CCc3ccccc3)C2=O)cc1	98.1
Cc1nc(NC(=O)NC2CCCCC2)sc1C(=O)NN	172.3
COc1ccc(/C(C#N)=C/c2ccc(N(C)CCC#N)cc2)cc1	60.3
Cc1cc(N(CCOS(C)(=O)=O)CCOS(C)(=O)=O)ccc1C=Nc1ccc(-c2nc(Cc3ccccc3)sc2C)cc1	4.9*
CCNC(=O)CCCCC(=O)c1c(C)[nH]c(/C=C2\N=C(c3ccc[nH]3)C=C2OC)c1C	66.9
O=C(CSc1nnc(-c2cccs2)n1-c1ccccc1)Nc1cccc(Cl)c1	77.7
COc1cc(-c2cc3cc(O)ccc3oc2=O)cc(OC)c1OC	85.0
COc1ccc(C(=O)/C=C/c2cc(C(F)(F)F)cc(C(F)(F)F)c2)cc1S(N)(=O)=O	2.4*
Cc1ccc(C2(C)OCCCO2)cc1	92.4
CC[C@H](C)[C@H](NC(=O)c1ccccn1)C(=O)N(C)[C@H](C[C@@H](OC(C)=O)c1nc(C(=O)NC23CC(C(=O)OC)(C2)C3)cs1)C(C)C	63.3
S=C(NCCN1CCOCC1)C(=S)NCCN1CCOCC1	100.4&90.2
